TRPC4 agonist: activators of mouse TRPC4 channel | HEK293 TRPC4beta/mu-opioid, Fluo4 calcium fluorescence; active compounds read high | B-score at 10 µM | actives 0.49% (n = 310,000);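 active = B-score above 5 SD of library B-scores, and initial fluorescence ratio not above library mean plus 5 SD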;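 also: positive B-score marks a calcium rise read as TRPC4 activation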
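Assay system – TRPC4beta and mu-opioid receptor HEK293 stable cells · Measured by – Fluo4 fluorescence, kinetic · Schedule – dye loading 45 min room temperature, 110 s kinetic read · Read-out – B-scored integrated calcium fluorescence ratio · Controls – buffer and maximal DAMGO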
TRPC4 PAM: allosterically enhances the mouse TRPC4 cation channel. Q9QUQ5. HEK293 TRPC4beta/mu-opioid, DAMGO EC20, Fluo-4 Ca2+ flux; active compounds read high. B-score at 10 µM. actives 0.42% (n = 310,000);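 active = B-score of calcium response area above 5 SD of library B-scores, with initial fluorescence ratio within 5 SD of library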;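 also: B-score of integrated fluorescence ratio over time as area under calcium response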
TRPC6 act: mouse TRPC6 channel activation | actives 0.13% (n = 310,000) | B-score at 10 µM | HEK293-TRPC6 membrane potential dye fluorescence; active compounds read high | AID 2550;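 active = B-score of the integrated fluorescence ratio above library mean plus 3 SD, and starting fluorescence ratio within library mean plus 5 SD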;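 also: higher score means more depolarization so channel activation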
MrgX1 PAM: human MrgX1 positive allosteric modulation, primary screen | AID 588675 | MrgX1-HEK293, Fluo-4 calcium flux, FDSS; active compounds read high | B-score at 10 µM | actives 0.63% (n = 310,000) | Q96LB2;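 active = plate-corrected calcium response at least 3 library SD above typical, normal starting fluorescence, not activating the receptor alone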;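 also: compound read alongside a low EC10 to EC30 dose of BAM8-22 agonist; peak minus trough fluorescence over baseline measured at the second addition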
Target sequence (Q96LB2 whole entry, looked up): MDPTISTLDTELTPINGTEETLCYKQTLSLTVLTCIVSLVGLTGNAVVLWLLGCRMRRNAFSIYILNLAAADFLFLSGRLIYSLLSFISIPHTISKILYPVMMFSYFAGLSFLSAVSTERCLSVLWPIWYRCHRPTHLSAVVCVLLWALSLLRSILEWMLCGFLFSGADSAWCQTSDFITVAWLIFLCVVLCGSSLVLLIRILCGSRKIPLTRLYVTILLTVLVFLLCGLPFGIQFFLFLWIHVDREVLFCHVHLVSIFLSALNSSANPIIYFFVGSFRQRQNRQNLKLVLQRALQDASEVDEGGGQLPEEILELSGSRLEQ
MrgX1 ag: agonists of human MrgX1 receptor; Q96LB2; MrgX1-HEK293 cells, Fluo-4 calcium fluorescence, agonist mode; active compounds read high; B-score at 10 µM; actives 0.44% (n = 310,000);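 active = calcium response B-score plate-corrected fluorescence ratio at least 3 library SD, with starting fluorescence B-score inside 5 SD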
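System: HEK293 cells stably expressing human MrgX1 receptor; Dosing: test compound in the initial addition of three; Schedule: overnight plating, then 30 min 37 °C plus 30 min room-temperature dye loading; Detection: kinetic calcium dye fluorescence, Fluo-4 NW; Controls: per-plate positive and negative controls for Z′ factor.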
RGS4 inh: human RGS4 inhibition. actives 0.45% (n = 310,000). AID 463165. HEK293 M3R/RGS4 inducible, Fluo-4 calcium flux; active compounds read high; triggered by carbachol at its EC20. P49798. B-score at 10 µM;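 active = B-score, a plate-corrected calcium signal, over three deviations above library mean, with baseline fluorescence within five deviations of library mean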;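 also: RGS4 expression induced by doxycycline in cells with stable M3 receptor; B-score is computed from the integrated fluorescence ratio over baseline after carbachol; higher B-score means a larger calcium signal and so more RGS4 inhibition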
Target sequence (P49798 whole entry, looked up): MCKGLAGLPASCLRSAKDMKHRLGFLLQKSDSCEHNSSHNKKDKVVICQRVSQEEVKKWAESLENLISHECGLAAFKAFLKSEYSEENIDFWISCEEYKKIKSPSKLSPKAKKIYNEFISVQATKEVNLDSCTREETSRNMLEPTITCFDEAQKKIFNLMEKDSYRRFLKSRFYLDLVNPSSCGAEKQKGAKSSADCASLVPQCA
TRPC4 inh: inhibitors of mouse TRPC4 channel | B-score at 10 µM | actives 0.39% (n = 300,000) | HEK293 TRPC4beta/mu-opioid, DAMGO-evoked Fluo4 calcium flux; active compounds read low | Q9QUQ5;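 active = B-score over 3 SD under the library average, no early fluorescence shift, positive overall ratio signal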
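material = TRPC4beta/mu-opioid receptor HEK293 cell line | probe or stimulus = sequential submaximal and maximal DAMGO stimulation | compound dosing = one concentration per compound | measured by = Fluo4 Ca2+ flux fluorescence | evaluation = integrated fluorescence ratio relative to baseline, converted to per-well B score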
MrgX1 antagonist: antagonists of human MrgX1 receptor | MRGX1-HEK293 calcium flux, Fluo-4, BAM8-22 antagonism; active compounds read low | B-score at 10 µM | actives 1.3% (n = 310,000);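 active = calcium-response B-score plate-corrected more than 3 library SD below zero, starting fluorescence within 5 deviations, no agonist response on first addition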;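 also: peak minus trough fluorescence over baseline after final BAM8-22 challenge near maximal dose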
TRPC6 inh: mouse TRPC6 channel inhibition; actives 1.1% (n = 310,000); B-score at 10 µM; HEK293-TRPC6, membrane potential dye, ACh-evoked depolarization; active compounds read low; Q61143;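 active = B-score under library mean minus 3 SD, initial fluorescence not abnormally high, positive integrated signal ratio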;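 also: B-score derived from integrated fluorescence ratio over the kinetic read; more negative B-score means stronger inhibition of depolarization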
TMEM16A act: activates or potentiates the mouse TMEM16A chloride channel; Q8BHY3; HEK293 TMEM16A/YFP-H148Q/I152L, iodide quench fluorescence; active compounds read low; B-score at 10 µM; actives 0.3% (n = 340,000); AID 623877;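 active = fluorescence-ratio B-score plate-corrected deviation score at least 3 library SD below zero, with starting fluorescence score within 5 deviations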;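 also: channel opened by trigger with iodide after compound preincubation; score built on the fluorescence ratio of max minus min over baseline; more negative score means more quench and so TMEM16A activation or potentiation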
TMEM16A inh: inhibitors of mouse TMEM16A calcium-activated chloride channel; Q8BHY3; actives 1.2% (n = 310,000); normalized B-score (activity score, 25-100; higher = stronger inhibition) at 10 µM; HEK293 TMEM16A/YFP iodide influx fluorescence, ionomycin;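 active = ratio plate-corrected score three or more library SD toward inhibition, starting fluorescence score within five deviations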;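 also: score derived from kinetic fluorescence span divided by baseline fluorescence per well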
The depositor's hits bear a star; i = inactive; x = not tested or not shown.

mol,TRPC4 agonist,TRPC4 PAM,TRPC6 act,MrgX1 PAM,MrgX1 ag,RGS4 inh,TRPC4 inh,MrgX1 antagonist,TRPC6 inh,TMEM16A act,TMEM16A inh
COc1cc(/C=N/N=C(/N)c2nonc2N)cc(Br)c1OCc1ccccc1C,i,i,i,i,i,i,i,i,i,i,i
CC1CCCCN1CCCNC(=O)c1ccc(Br)cc1 (configuration not stated),i,i,i,i,i,i,i,i,i,i,i
Cc1cc(SCC(=O)NC(=O)NCc2ccco2)nc2c(C)cccc12,i,i,i,i,i,i,i,i,i,i,i
CCCOc1ccc(NC(=O)C2OC3OC(C)(C)OC3C3OC(C)(C)OC23)cc1 (configuration not stated),i,i,i,i,i,i,i,i,i,x,i
Cc1cc(NC(=O)c2cc(-c3ccc(OC(C)C)cc3)nc3ccccc23)no1,i,i,i,i,i,i,i,i,i,i,i
COc1cccc(C(=O)NCc2ccc3c(c2)OCO3)c1,i,i,i,i,i,i,i,i,i,i,i
COc1cccc(C(c2sc3ncnn3c2O)N2CCN(C(=O)c3ccco3)CC2)c1 (configuration not stated),i,i,i,i,i,i,i,i,i,i,i
COc1ccc(CNC(=O)C2CCCN(S(=O)(=O)c3cc(C)ccc3OC)C2)cc1 (configuration not stated),i,i,i,i,i,i,i,i,i,i,i
CCCCN(Cc1ccccc1)S(=O)(=O)c1ccc2[nH]c(=O)oc2c1,i,i,i,i,i,i,i,i,i,i,i
COc1ccc(OCC(O)CNC(=O)c2ccc(OC)cc2)cc1 (configuration not stated),i,i,i,i,i,i,i,i,i,i,i
CCOC(=O)c1cn(Cc2ccccc2)c2cc(C)nn2c1=O,i,i,i,i,i,i,i,i,i,i,i
COc1ccc(-c2csc(N3C(=O)CNC3=S)n2)cc1,i,i,i,i,i,i,i,i,i,i,i
COc1ccc2[nH]c(=O)c(CNc3ccccc3)cc2c1,i,i,i,i,i,i,i,i,i,i,i
Cc1ccc(C(=O)NCCc2ccc(S(N)(=O)=O)cc2)o1,i,i,i,i,i,i,i,i,i,i,i
N#CCCN(Cc1cccnc1)S(=O)(=O)c1ccc(S(=O)(=O)NC2CCCCC2)cc1,i,i,i,i,i,i,i,-5.62*,i,i,i
O=C(Nc1ccc(Cl)cc1C(=O)Nc1ccc(Br)cn1)c1ccco1,i,i,i,i,i,i,i,i,i,i,i
Cc1ccc(OCC(=O)Nc2ccc3c(c2)C(=O)NC3=O)c(C)c1,i,i,i,i,i,i,i,i,i,i,i
Cc1ccc(C(=O)N/C(=C\c2ccc(-c3ccccc3[N+](=O)[O-])o2)C(=O)NCCN(C)C)cc1,i,i,i,i,i,i,i,i,i,i,i
COc1cc(C(=O)NCCC(=O)NC2CCCCC2)cc(OC)c1OC,i,i,i,i,i,i,i,i,i,i,i
O=C(O)CCC(=O)N(Cc1ccco1)C1CC(=O)N(c2ccccc2)C1=O (configuration not stated),i,i,i,i,i,i,i,i,i,i,i
N#CCSc1nc2ccccc2c(=O)n1CCCC(=O)NCC1CCCO1 (configuration not stated),i,i,i,i,i,i,i,i,i,i,i
CCOC(=O)c1c(-c2ccc(OCC)cc2)csc1NC(=O)CCN1C(=O)c2ccccc2C1=O,i,i,i,i,i,i,i,i,i,x,i
NS(=O)(=O)c1ccc(NC(=O)COC(=O)CCC2CCCC2)cc1,i,i,i,i,i,i,i,i,i,i,i
Cc1ccc(C)n1-n1cnc2scc(-c3cccs3)c2c1=O,i,i,i,i,i,i,i,i,i,i,i
CCCn1c2ccc(F)cc2c2nnc(SCCN3CCCCC3)nc21,i,i,i,i,i,i,i,i,i,i,i
Cc1cc(C)c2nc3c(c(C(=O)O)c2c1)CCC3,i,i,i,i,i,i,i,i,i,i,i
Cc1cccc(-n2c(C)nc3ccsc3c2=O)c1,i,i,i,i,i,i,i,i,i,i,i
Cc1cc(C(=O)CN2CCCCC2)c(C)n1-c1ccc(F)cc1,i,i,i,i,i,i,i,i,i,i,i
O=C(c1cccc(S(=O)(=O)N2CCOCC2)c1)N1CCOCC1,i,i,i,i,i,i,i,i,i,i,i
O=C(Nc1ccccc1N1CCN(c2ccc(F)cc2)CC1)c1ccccc1,i,i,i,i,i,i,i,i,i,i,i
CC1=C(C(=O)Nc2ccc(CC(=O)NCc3ccc(OC(C)C)cc3)cc2)SCCO1,i,i,i,i,i,i,i,i,i,i,i
CCc1ccc2c(c1)cc(CN(C(=S)Nc1ccc(Cl)cc1)C1CC1)c1nnnn12,i,i,i,i,i,i,i,i,i,i,i
CCCCOc1c(Br)cc(/C=C2\N=C(C)OC2=O)cc1OCC,i,i,i,i,i,i,i,i,i,i,i
Cc1ccc(-c2c(C#N)c(N)nc3c2CCCCCC3)o1,i,i,i,i,i,i,i,i,i,i,i
CCN(CC)C(=O)c1[nH]cnc1C(=O)N[C@@H](Cc1ccccc1)C(=O)OC(C)(C)C,i,i,i,i,i,i,i,i,i,i,i
O=C(CCSc1nc2cc(Cl)ccc2o1)N1CCOCC1,i,i,i,i,i,i,i,i,i,i,i
Cc1nn2c(-c3ccc(S(=O)(=O)N4CCN(C)CC4)o3)nnc2c2ccccc12,i,i,i,i,i,i,i,i,i,i,i
COc1ccc2nc3oc(C(=O)N4CCN(c5cccc(C(F)(F)F)c5)CC4)cc3cc2c1,i,i,i,i,i,i,i,i,i,i,i
CCOc1ccc(N2C(=O)/C(=C/c3ccc(C)o3)N(C)C2=S)cc1,i,i,i,i,i,i,i,i,i,i,i
COc1cccc(CN(Cc2ccccc2F)S(=O)(=O)c2ccc(S(=O)(=O)NCc3ccccc3)cc2)c1,i,i,i,i,i,i,i,i,i,i,i
O=C(CCCN1C(=O)C2CCCCN2C1=O)N1CCN(c2ccc([N+](=O)[O-])cc2)CC1 (configuration not stated),i,i,i,i,i,i,i,i,i,i,i
O=c1n(Cc2ccc(Cl)cc2)c2sc3c(c2c2ncnn12)CCCC3,i,i,i,i,i,i,i,i,i,i,i
CCC(c1nnnn1Cc1ccc(F)cc1)N1CCN(C2CCCCC2)CC1 (configuration not stated),i,i,i,i,i,i,i,i,i,i,i
COc1ccc2ccc(O)c(CN(C)CC(=O)Nc3ccccc3C(F)(F)F)c2c1,i,i,i,i,i,i,i,i,i,i,i
CCCNC(=O)C12CCC(C)(c3nc4cc(C)c(C)cc4nc31)C2(C)C (configuration not stated),i,i,i,i,i,i,i,i,i,i,i
COc1cc(C)c(C(=O)Oc2cc(C)c(C(=O)O)c(O)c2C)c(O)c1C(=O)O,i,i,i,i,i,i,i,i,i,i,i
COc1ccc(CCNS(=O)(=O)c2cccc([N+](=O)[O-])c2)cc1OC,i,i,i,i,i,i,i,i,i,i,i
CCC1CCCCN1CCCNC(=O)Cn1ncc2c([nH]c3ccc(C)cc32)c1=O (configuration not stated),i,i,i,i,i,i,i,i,i,i,i
Cc1ccc2c(c1)-c1c(ssc1=S)C(C)(C)N2C(=O)c1ccco1,i,i,i,i,i,i,i,i,i,i,i
O=C(NN1CCOCC1)c1cccc(Br)c1,i,i,i,i,i,i,i,i,i,i,i
COc1ccc(Cn2c(O)c(C=Nc3ccc(C)cc3)c3ccccc3c2=O)cc1,i,i,i,i,i,i,i,i,i,i,i
CN(c1ccccc1)c1ccc(/C=C(\C#N)c2nnc3n2CCCCC3)cc1[N+](=O)[O-],i,i,i,i,i,i,i,i,i,i,i
CC(C)Cc1ccc(S(=O)(=O)N2CCN(c3ccccn3)CC2)cc1,i,i,i,i,i,i,i,i,i,i,i
Cc1cccc(N(CC(=O)NCCc2ccccc2)C(=O)CCC(=O)Nc2ccccn2)c1C,i,i,i,i,i,i,i,i,i,i,i
CCOC(=O)N1CCN(Cc2nc3c(c(=O)n(C)c(=O)n3C)n2Cc2ccccc2)CC1,i,i,i,i,i,i,i,i,i,i,i
Cc1ccc(NC(=O)c2ccccc2OCC(=O)Nc2cccc(Cl)c2C)nc1,i,i,i,i,i,i,i,i,i,x,i
OC(COC(c1ccc(F)cc1)c1ccc(F)cc1)CN1CCCC1 (configuration not stated),i,i,i,i,i,i,i,i,i,i,i
O=C(CSc1ccsc1[N+](=O)[O-])N1CCCCCC1,i,i,i,i,i,i,i,i,i,i,i
CN(CC(=O)Nc1cccc(F)c1)C(=O)CCC1CCCCC1,i,i,i,i,i,i,i,i,i,i,i
COC(=O)[C@@H](N)CS,i,i,i,i,i,i,i,i,i,i,i

More compounds.
mol,TRPC4 agonist,TRPC4 PAM,TRPC6 act,MrgX1 PAM,MrgX1 ag,RGS4 inh,TRPC4 inh,MrgX1 antagonist,TRPC6 inh,TMEM16A act,TMEM16A inh
O=C(NCCN1CCOCC1)c1c(O)nc2ccccn2c1=O,i,i,i,i,i,i,i,i,i,i,i
O=C(Nc1ccccc1)N1CCCN(Cc2ccccc2F)C1,i,i,i,i,i,i,i,i,i,i,i
COCCN(C(=O)COC(=O)c1ccc(C)s1)c1c(N)n(Cc2ccccc2)c(=O)[nH]c1=O,i,i,i,i,i,i,i,i,i,i,i
O=C(Nc1ccccc1F)C1CCN(C(=O)NC2CCCCC2)CC1,i,i,i,i,i,i,i,i,i,i,i
Cc1c(C(=O)N2CCC(N3CCSCC3)CC2)oc2c(F)cccc12,i,i,i,i,i,i,i,i,i,i,i
Cc1cc(C)c(S(=O)(=O)NCCCn2ccnc2)c(C)c1,68*,i,i,i,i,i,i,i,i,i,i
Cc1cc(N(C)Cc2ccccc2)nc2cc(O)ccc12,i,i,i,i,i,i,i,i,i,i,i
COC(=O)c1ccc(OC)c(Cn2c(=O)n(C)c(=O)c3ccccc32)c1,i,i,i,i,i,i,i,i,i,i,i
COC(=O)C1=C(C)NC(=O)/C1=C\c1cc(C)n(-c2cc(C)cc(C)c2)c1C,i,i,i,i,i,i,i,i,i,i,i

Screening results (PubChem)
